GPR151 activ – activators of human GPR151; Q8TDV0; AID 1508602; PathHunter beta-arrestin GPR151 cells, luminescence; activation, % at 11.2 µM; 1% of 650,000 active; in the data active = activation above about 4.9%;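 also: 0% = median of compound wells and 100% = cells with positive control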
FBW7 act – activators of human E3 ligase FBW7; 0.13% of 650,000 active; AlphaScreen FBW7–phospho-cyclin E peptide binding, activator screen; Q969H0; AID 1259310; normalized activity (activation), % at 26.1 µM; in the data active = normalized activity above about 1.9%;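 also: purified mutant Fbw7 with reduced substrate affinity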
Target sequence (Q969H0 whole entry, looked up): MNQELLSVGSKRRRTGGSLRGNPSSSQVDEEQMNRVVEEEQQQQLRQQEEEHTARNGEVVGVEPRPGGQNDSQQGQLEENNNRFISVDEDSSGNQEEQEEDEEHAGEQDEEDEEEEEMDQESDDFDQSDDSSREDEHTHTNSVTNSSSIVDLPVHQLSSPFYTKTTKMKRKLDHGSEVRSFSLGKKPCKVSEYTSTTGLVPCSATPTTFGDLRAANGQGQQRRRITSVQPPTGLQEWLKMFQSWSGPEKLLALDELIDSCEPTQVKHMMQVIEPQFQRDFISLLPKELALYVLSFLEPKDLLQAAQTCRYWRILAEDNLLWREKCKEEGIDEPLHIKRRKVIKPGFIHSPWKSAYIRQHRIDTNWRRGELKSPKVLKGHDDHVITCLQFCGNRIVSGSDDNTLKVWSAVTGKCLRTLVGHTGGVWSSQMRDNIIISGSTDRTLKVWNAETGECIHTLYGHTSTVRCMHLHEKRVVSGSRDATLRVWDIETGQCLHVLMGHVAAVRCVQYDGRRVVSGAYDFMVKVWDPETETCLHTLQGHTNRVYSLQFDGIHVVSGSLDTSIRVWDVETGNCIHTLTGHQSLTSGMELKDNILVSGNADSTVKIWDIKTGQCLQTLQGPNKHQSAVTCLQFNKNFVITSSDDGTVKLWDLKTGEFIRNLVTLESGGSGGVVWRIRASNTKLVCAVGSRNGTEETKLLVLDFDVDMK
MITF inh – inhibitors of human MITF | 0.91% of 650,000 active | AlphaScreen MITF homodimerization, bead proximity signal | inhibition, % at 2.6 µM | O75030; in the data active = inhibition above about 50%;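 also: 0% = vehicle wells with protein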
TEAD-YAP inh – TEAD-YAP interaction inhibition. HEK-TIYL cells, TEAD-Gal4/YAP UAS-luciferase luminescence. inhibition, % at 9.12 µM. 1.4% of 640,000 active; in the data active = inhibition above about 32%;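 also: 0% = median of test compound wells and 100% = reference inhibitor wells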
* hit, by the source's call; / = no result given.

SMILES	GPR151 activ	FBW7 act	MITF inh	TEAD-YAP inh
CCOC(=O)C1=C(C)N=c2s/c(=C\c3cc(Br)c(OC)cc3OC)c(=O)n2C1c1ccc(OC)cc1 (centres undefined)	1.5	0.0	-5.2	-6.2
Cc1ccc(CN2CCN(Cc3nc(C(C)C)cs3)CC2CCO)o1 (centres undefined)	0.9	-0.1	0.5	-4.6
C=CCOc1ccc(C2C(C(=O)OCC)=C(C)N=c3s/c(=C/c4ccc5c(c4)OCO5)c(=O)n32)cc1OCC (centres undefined)	2.0	-0.1	0.2	0.0
CCN(CC)C(=O)c1c(NC(=O)c2ccccc2F)sc2c1CCCC2	-1.1	-0.1	-8.2	-10.4
O=c1c2ccccc2nc(SCc2cc(=O)n3ccccc3n2)n1C1CCCCC1	-0.3	0.3	19.6	3.2
Cn1c(N2CCOCC2)nc2c1c(=O)n(Cc1ccc(F)cc1)c(=O)n2C	1.1	0.1	13.3	5.4
O=C(CNC(=O)Cn1cnc2ccccc2c1=O)NCc1ccccn1	-0.3	0.0	-6.7	-6.9
COc1ccc(/C=N/Nc2ccc(C(F)(F)F)cn2)cc1OC	-1.3	0.3	4.6	-55.9
COc1ccccc1NC(=O)C12CC3CC(CC(C3)C1)C2	-0.2	0.0	0.0	7.9
Cc1ccc(Cc2c(C)nc3c(C(=O)N4CCN(c5ccccc5)CC4)cnn3c2C)cc1	0.3	-0.1	-1.0	-0.8
O=C(Nc1ccc2c(c1)OCO2)c1oc(=O)c2ccccc2c1-c1ccccc1	-0.1	-0.2	-21.9	-4.1
O=C(c1ccccc1[N+](=O)[O-])N1CCN(c2cccc(Cl)c2)CC1	0.6	-0.1	13.2	4.3
Nc1nc(CC(=O)CSc2nc3ccccc3s2)nc(Nc2ccc(F)cc2)n1	-0.5	0.1	6.5	11.0
CN(C)S(=O)(=O)NCC1CC(=O)N(c2ccc(Cl)cc2)C1 (centres undefined)	-2.0	0.2	3.7	-1.0
COc1ccc(CC(=O)Nc2ccc(N3CCC(NCc4cnn(C)c4)CC3)cc2)cc1	-1.5	-0.1	10.7	-6.4
COc1cc(CN2CCOc3ccc(-c4ccncc4)cc32)cc(OC)c1	3.5	0.0	10.5	8.2
COc1cc(-n2cnc3cc(C(=O)NCc4ccc(C)cc4)ccc32)cc(OC)c1OC	0.0	0.0	-0.5	-29.5
O=C(c1ccccc1F)N1CCN(Cc2cccc(F)c2)CC1	1.1	0.0	54.5*	-6.5
COC(=O)c1ccc(N=Cc2ccc(Cl)cc2)cc1	0.9	0.0	0.4	8.2
O=C(c1ccccc1F)N1CCSC1=S	0.4	0.0	-3.5	4.9

Looked up one by one from the entries so far, two records:
SMILES	GPR151 activ	FBW7 act	MITF inh	TEAD-YAP inh
CCOC(=O)C1=C(C)N=c2s/c(=C\c3cc(Br)c(OC)cc3OC)c(=O)n2C1c1ccc(OC)cc1 (centres undefined)	1.5	0.0	-5.2	-6.2
O=C(Nc1ccc2c(c1)OCO2)c1oc(=O)c2ccccc2c1-c1ccccc1	-0.1	-0.2	-21.9	-4.1

New compounds follow:
SMILES	GPR151 activ	FBW7 act	MITF inh	TEAD-YAP inh
NC(=S)NNC(=O)Nc1ccccc1	2.1	0.8	5.2	-8.6
CC(=O)c1c(C)[nH]c(C(=O)CSc2ncc(C#N)c(N)n2)c1C	0.2	0.0	16.6	24.6
COC(=O)c1ccc(NC(=O)CCC(=O)c2ccc(-c3ccccc3)cc2)cc1	1.8	0.0	2.5	-1.9
COC(=O)c1cc(OC)c(OC)cc1NC(=O)Nc1ccc(OC)cc1OC	3.3	0.2	10.0	10.3
COC(=O)C1CCCCN1C(=O)CCC1(Cc2ccc(C)cc2)CCC(=O)N1 (centres undefined)	0.3	0.2	4.5	-14.7
O=C(c1ccc2c(c1)OCO2)N1CCN(Cc2ccc3c(c2)OCO3)CC1	-1.6	-0.2	-3.3	-3.8
O=C(O)c1ccccc1N1C(=O)c2cccc3cccc(c23)C1=O	-0.8	0.0	-7.5	2.8
O=C(COC(=O)Cn1ccc(=O)[nH]c1=O)Nc1ccc(F)cc1	0.4	0.0	-4.7	3.4
O=C1N(Cc2cccnc2)C[C@@H]2C[C@@H](c3ccc(-c4ccccc4)cc3)N3CCC[C@@]123	1.2	-0.1	3.4	6.3
COc1ccc(/C=N/NC(=S)NC(C)C)cc1	0.9	-0.3	-4.8	13.4
Cc1ccc(CN(C)c2nnnn2-c2ccccc2)o1	0.6	0.1	4.9	-8.7
Cn1c(CCN2C(=O)CCC2CCNCc2ccc(F)cc2)nc2ccccc21 (centres undefined)	-0.7	0.0	6.7	5.7
O=C1OC(N2CCOCC2)c2ccccc21 (centres undefined)	0.1	0.0	8.4	10.1
Cc1cc2cc(C(c3nnnn3Cc3ccco3)N3CCOCC3)c(=O)[nH]c2cc1C (centres undefined)	1.4	-0.2	-6.5	-8.8
O=C(Oc1ccc(C(=S)N2CCCCC2)cc1)c1cccc([N+](=O)[O-])c1	0.6	-0.3	3.2	-2.7
O=C(Nc1cccc2nsnc12)c1ccc2c(c1)OCCO2	-3.6	0.2	-14.3	-46.7
CCCCn1c(C)cn2c3c(=O)n(Cc4ccc(F)cc4)c(=O)n(C)c3nc12	1.1	1.2	7.9	4.3
Cn1c(=NC(=O)c2ccc(S(=O)(=O)N3CCc4ccccc43)cc2)sc2cc(Cl)ccc21	1.1	0.8	21.6	-9.0
CC1(C)CC(=O)C2=C(C1)N(c1ccc(Br)cn1)C(N)=C(C#N)C2c1ccsc1 (centres undefined)	2.9	-0.1	6.0	10.9
O=C(CSc1nc2ccsc2c(=O)n1Cc1ccc2c(c1)OCO2)N1CCCC1	-1.0	-0.1	-1.4	-4.3
C=CCOC(=O)C1=C(C)NC(SCC(=O)OCC)=C(C#N)C1c1ccc(O)c(OC)c1 (centres undefined)	-0.2	0.4	13.4	-0.4
O=c1[nH]c2ncc(-c3ccoc3)nc2n1C1CCCCC1	-0.2	-0.1	-9.2	0.0
CC1CC(C)CN(CCOc2ccc([N+](=O)[O-])cc2)C1 (centres undefined)	0.3	0.0	5.4	4.9
CCN(Cc1ccncc1)Cc1ccc2c(c1)CN(C(=O)Cn1nc(C)cc1C)CCO2	1.0	0.1	-3.2	-6.0
COc1ccc(C)cc1NC(=O)CN(C)S(=O)(=O)c1ccc2c(c1)C(C)(C)C(=O)N2C	0.5	-0.1	4.9	6.4
CCOc1ccc2c(c1)c(=O)c(C(=O)c1ccccc1)cn2CC(=O)Nc1ccccc1C	-1.3	-0.1	3.7	-0.5
CN(C)C(=O)c1c(NC(=O)c2ccccc2)sc2c1CCCC2	0.3	0.2	9.7	9.2
CC(C)CC(NC(=O)c1cccnc1)c1nnc2n1CCN(CC(C)(C)C)CC2 (centres undefined)	-0.3	0.1	15.8	2.9
O=C(NS(=O)(=O)c1ccccc1)c1ccccc1	1.7	0.1	-3.3	1.5
COc1ccc(C2(NC(=O)c3cnn(C(C)C)c3)CCCCC2)cc1	-1.5	0.2	17.0	1.5
COc1ccccc1-n1c(=S)sc2c(=O)n(Cc3ccco3)c(SC)nc21	-1.7	0.0	-0.8	-12.7
C=CCn1c(SCC(N)=O)nc2scc(-c3ccc(C)c(C)c3)c2c1=O	-1.0	-0.2	-2.9	-13.6
COc1cccc(OC)c1C(=O)OCC(=O)/C(C#N)=C(\C)N	1.1	-0.1	-4.3	-4.8
COc1cc(NC(=S)NCc2ccc(S(N)(=O)=O)cc2)cc(OC)c1	2.4	0.1	0.9	0.5
O=C(OCc1nc2ccccc2s1)c1ccc([N+](=O)[O-])cc1[N+](=O)[O-]	0.5	-0.3	20.4	7.4
CC1CCCN(Cc2nnnn2Cc2ccccc2)C1 (centres undefined)	-1.1	0.2	9.2	7.7
COC(CNC(=O)CN1CCN(Cc2ccccc2)C1=O)OC	-0.4	0.7	5.5	-9.3
N#C/C(=C\c1ccc(Cl)cc1)C(=O)Nc1ccc(S(N)(=O)=O)cc1	-0.4	-0.1	-6.7	-8.1
CCN(CC)S(=O)(=O)c1ccc(Cl)c(NC(C)=O)c1	-0.2	-0.1	-5.5	-1.1
N#CCCSc1ccccc1NC(=O)/C=C/c1ccc([N+](=O)[O-])s1	1.1	0.1	-12.3	24.4
COc1ccc(C(=O)Nc2cnc(NC(=O)c3ccco3)cc2C)cc1	-1.1	0.2	25.1	3.4
O=C(CNC(=O)c1ccccc1)Nc1ccc(Br)cc1	0.2	-0.1	-18.5	-54.4
C=CCSc1nc(O)c(CC(C)C)c(=O)[nH]1	-0.5	0.2	-23.0	0.7
COc1ccc(CCNC(=O)c2cc3c(C)nc4ccccc4c3o2)c(OC)c1	0.0	-0.1	-1.2	21.7
CN1CCCC(C(=O)NCc2nnc3n2CCN(Cc2ccoc2)CC3)C1 (centres undefined)	-0.4	0.0	13.1	-0.8
CCOc1ccc2ccc(OCC)c(/C=C3\NC(=S)N(C)C3=O)c2c1	0.9	0.0	-6.7	11.0
COc1ccc2c(-c3cc4cccc(OC)c4o3)cc(=O)oc2c1	0.5	0.0	-8.2	2.5
O=C(CSc1nc2cccnc2n1C1CCCCC1)N1CCCC1	0.0	0.6	2.2	-0.5
C/C(=N\NC(=O)COc1ccccc1)C1C(=O)c2ccccc2C1=O	-0.5	0.6	-1.5	-5.0
CCNCc1ccc(OCC(=O)Nc2ccccc2C)c(OC)c1	0.2	-0.1	6.0	1.6
Cc1c(C(=O)O)sc(=S)n1C	2.2	-0.1	1.4	3.5
C#CCN1C(=O)CC[C@@]23C1=NC(C(=O)OC)=C(C(=O)OC)[C@@H]2N(CC=C)c1ccccc13	0.4	-0.2	4.7	/
O=C(Nc1cc(Cl)ccc1Cl)c1cccc(-n2cnnn2)c1	-0.4	1.1	15.3	-11.7
Cn1c(SCCOc2ccc(C(C)(C)C)cc2)nc2ccccc21	-0.1	-0.1	7.6	-3.8
CCCOC(=O)C1=C(C)NC2=C(C(=O)CCC2)C1c1cccc(Cl)c1Cl (centres undefined)	0.3	-0.1	-8.4	17.9
O=C1CS(=O)(=O)C(c2ccc(F)cc2)N1c1cccc(F)c1 (centres undefined)	0.0	-0.1	-0.8	-1.9
CCOC(=O)N1CCN(c2cc(NC(C)C)c3c4c(onc24)-c2ccccc2C3=O)CC1	1.5	-1.3	70.7*	10.5
O=c1oc2ccc3ccccc3c2cc1-c1nnc(-c2cccc(Cl)c2)o1	-1.8	0.1	-5.8	1.8
Cc1ccc(C(=O)Nc2ccc(I)cc2)cc1S(=O)(=O)N1CCCC1	0.1	0.1	5.1	-1.6
CCSc1nnc(NC(=O)CSc2nc3c(c(=O)n2CCOC)SCC3)s1	-0.9	0.3	11.7	2.3

Filtered by structure: the entries above with an NH in an aromatic ring
SMILES	GPR151 activ	FBW7 act	MITF inh	TEAD-YAP inh
CC(=O)c1c(C)[nH]c(C(=O)CSc2ncc(C#N)c(N)n2)c1C	0.2	0.0	16.6	24.6
O=C(COC(=O)Cn1ccc(=O)[nH]c1=O)Nc1ccc(F)cc1	0.4	0.0	-4.7	3.4
Cc1cc2cc(C(c3nnnn3Cc3ccco3)N3CCOCC3)c(=O)[nH]c2cc1C (centres undefined)	1.4	-0.2	-6.5	-8.8
O=c1[nH]c2ncc(-c3ccoc3)nc2n1C1CCCCC1	-0.2	-0.1	-9.2	0.0
C=CCSc1nc(O)c(CC(C)C)c(=O)[nH]1	-0.5	0.2	-23.0	0.7

Remaining list, next part
SMILES	GPR151 activ	FBW7 act	MITF inh	TEAD-YAP inh
CCCNc1ccnc2c(-c3ccc4c(c3)OCO4)cnn12	-3.0	-0.2	-2.2	9.5
CC1CCCCN1S(=O)(=O)c1ccc(C(=O)Nc2cccc(Br)c2)cc1 (centres undefined)	1.1	0.2	-2.6	-5.3
CCOc1ccccc1C1CC(c2ccccc2Cl)Nc2ncnn21 (centres undefined)	-0.8	-0.2	-3.0	-7.6
O=C(CCN1C(=O)/C(=C\c2ccccc2F)SC1=S)Nc1ccc(C(=O)O)c(O)c1	1.3	-0.1	-7.5	-5.6
Cc1ccn2c(CNCCN3CCCCC3)c(C(=O)N3CCCCCC3)nc2c1	0.5	0.3	5.3	0.8
NS(=O)(=O)c1ccc(CNC(=O)/C=C/c2ccccc2)cc1	-0.1	0.0	-12.7	-2.0
CCOc1ccccc1-n1c(SCC(=O)N2CCOCC2)nnc1-c1ccco1	2.6	1.1	9.1	7.2
O=C(NCCc1c[nH]c2ccccc12)c1cccn2c(=O)c3cc4ccccc4cc3nc12	-0.2	0.1	2.6	-1.1
N#Cc1c(-c2ccc(F)cc2)cc(-c2cccs2)nc1SCCC(=O)c1ccc(F)cc1	-0.2	0.0	-10.2	-11.5
CC1=C(C(=O)Nc2ccc(F)c(F)c2)C(c2cccc(Br)c2)NC(=S)N1 (centres undefined)	-0.2	-0.1	-0.2	-1.2
CC(=S)Nc1cscc1-c1ccccc1	1.6	-0.1	-24.9	-5.1
C=CCn1c(Sc2c(-c3ccccc3)c3ccccc3[nH]c2=O)nnc1-c1ccc(Cl)c(Cl)c1	0.5	0.0	12.5	8.6
C=CCN1C(=O)/C(=c2\sc3n(c2=O)C(c2ccc(OC(=O)c4ccco4)cc2)C(C(=O)OCCOC)=C(C)N=3)c2ccccc21 (centres undefined)	0.1	0.1	3.9	0.1
CCOC(=O)C1(CCOC)CCN(Cc2ccncc2)CC1	3.7	-0.1	9.4	-2.0

Complete entries as entered above. Order of values: GPR151 activ | FBW7 act | MITF inh | TEAD-YAP inh
`CCSc1nnc(NC(=O)CSc2nc3c(c(=O)n2CCOC)SCC3)s1` is listed as -0.9 | 0.3 | 11.7 | 2.3
`CCN(CC)C(=O)c1c(NC(=O)c2ccccc2F)sc2c1CCCC2` is listed as -1.1 | -0.1 | -8.2 | -10.4

Screening data from PubChem BioAssay.
